MsrA inhibitor – inhibitors of bovine MsrA; purified bovine MsrA, absorbance read-out; inhibition, % at 15.5 µM; hit rate 0.75% among 360,000; AID 651718; in the data active = inhibition above about 4.5%;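 also: 0% = vehicle wells with enzyme and 100% = reference inhibitor wells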
Neddyl block – cullin neddylation inhibition | P61081+Q13564 | TR-FRET cullin neddylation, biochemical | calls only at 25 µM | hit rate 0.58% among 360,000 | AID 651699; in the data active = inhibition above about 36%
eLon inh – inhibits E. coli Lon protease; hit rate 0.42% among 360,000; AID 602123; inhibition, % at 7.94 µM; P0A9M0; purified E. coli Lon protease, fluorescence polarization; in the data active = inhibition above about 13%, passing the limit was not always enough;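 also: 0% = enzyme with probe and DMSO and 100% = no enzyme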
Target sequence (P0A9M0 whole entry, looked up): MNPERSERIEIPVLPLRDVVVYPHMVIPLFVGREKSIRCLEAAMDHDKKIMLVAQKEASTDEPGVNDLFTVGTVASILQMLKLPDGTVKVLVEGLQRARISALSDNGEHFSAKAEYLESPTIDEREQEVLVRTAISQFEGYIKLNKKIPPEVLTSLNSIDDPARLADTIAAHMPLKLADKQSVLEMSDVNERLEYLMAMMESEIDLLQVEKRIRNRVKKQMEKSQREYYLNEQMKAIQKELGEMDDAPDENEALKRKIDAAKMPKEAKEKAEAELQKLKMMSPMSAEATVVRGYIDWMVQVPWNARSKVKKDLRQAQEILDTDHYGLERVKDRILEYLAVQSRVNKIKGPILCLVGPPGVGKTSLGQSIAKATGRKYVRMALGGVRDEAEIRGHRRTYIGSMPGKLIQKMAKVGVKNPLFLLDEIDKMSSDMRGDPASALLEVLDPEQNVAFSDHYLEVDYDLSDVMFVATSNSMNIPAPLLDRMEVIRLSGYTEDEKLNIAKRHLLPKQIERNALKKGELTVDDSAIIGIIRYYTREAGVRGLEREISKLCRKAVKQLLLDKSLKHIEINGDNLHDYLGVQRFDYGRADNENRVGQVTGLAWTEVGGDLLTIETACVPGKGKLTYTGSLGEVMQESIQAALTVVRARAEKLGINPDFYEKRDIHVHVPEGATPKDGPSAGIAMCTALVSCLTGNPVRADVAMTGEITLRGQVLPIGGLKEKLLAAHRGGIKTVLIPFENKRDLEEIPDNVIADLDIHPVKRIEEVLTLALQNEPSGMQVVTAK
FAS TE block – inhibitors of human fatty acid synthase thioesterase domain; inhibition, % at 15 µM; recombinant FAS-TE, OMFH fluorogenic substrate, fluorescence endpoint; AID 602261; P49327; hit rate 0.67% among 360,000;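 active = compounds whose normalised, plate-corrected inhibition of enzyme fluorescence in the single-dose primary screen is 50% or more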;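 also: 0% = DMSO with enzyme and 100% = substrate without enzyme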
Rin1 Abl inh – human Rin1-Abl interaction inhibition; TR-FRET Rin1/Abl binding, biochemical; P00519+Q13671; inhibition, % at 7.35 µM; hit rate 0.4% among 360,000; in the data active = inhibition above about 5%, passing the limit was not always enough
MsrA act – bovine methionine sulfoxide reductase A activation | AID 602163 | activation, % at 10.6 µM | purified bovine MsrA, absorbance read-out | hit rate 0.3% among 360,000; in the data active = activation above about 7.5%;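 also: 0% = vehicle and 100% = reference activator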
TbMetRS inhib – Trypanosoma brucei MetRS inhibition; purified T. brucei MetRS, ATP depletion, Kinase-Glo luminescence; inhibition, % at 11.9 µM; hit rate 0.4% among 360,000; AID 624268;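 active = inhibition above a per-plate cutoff of the control wells' mean inhibition plus 3 SD, cut at about 5.5% in these data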;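 also: 0% = DMSO wells median and 100% = median of wells with control inhibitor compound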
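System: purified T. brucei MetRS enzyme / Detection: Kinase-Glo luciferase luminescence reporting remaining unconsumed ATP / Medium: HEPES buffer with MgCl2, KCl, DTT, spermine, BSA, pyrophosphatase / Replication: singlicate, one well per compound / Evaluation: percent inhibition relative to median high and low control wells / Schedule: 2 h aminoacylation at 25 °C after 15 min preincubation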
CSN deneddyl inh – inhibitors of human CSN-mediated cullin deneddylation; AID 651999; hit rate 0.38% among 360,000; Purified CSN, SCF-Nedd8-OG deneddylation, fluorescence polarization; inhibition, % at 12.5 µM;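 active = pattern-corrected inhibition above about 35%, with an unprinted fluorescence ratio check between 0.5 and 1.5, limit read from the data, passing the limit was not always enough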;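 also: 0% = enzyme with substrate and 100% = substrate without enzyme; some results filed as inactive read as strong as hits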
Target sequence (Q92905 whole entry, looked up, one chain of several): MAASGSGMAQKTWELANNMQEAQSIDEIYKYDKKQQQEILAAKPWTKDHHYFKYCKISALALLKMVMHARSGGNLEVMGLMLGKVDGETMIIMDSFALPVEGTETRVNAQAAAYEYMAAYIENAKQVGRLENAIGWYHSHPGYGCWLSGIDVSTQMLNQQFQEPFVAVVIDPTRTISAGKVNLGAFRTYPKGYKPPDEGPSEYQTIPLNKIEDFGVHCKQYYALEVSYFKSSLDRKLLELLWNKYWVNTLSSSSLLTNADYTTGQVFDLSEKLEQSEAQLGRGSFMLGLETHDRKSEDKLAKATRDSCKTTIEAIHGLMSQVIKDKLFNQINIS
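Assay system: purified human Csn5 enzyme expressed in HEK293T cells; Input: 0.24 nM Csn5 enzyme, final concentration; Reagent: 10 nM SCFSkp2-Nedd8OG; Compound dosing: 12.5 µM single point; Times: reaction 90 min, room temperature; Technique: fluorescence polarization readout.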
PABP1 MLLE inh – blocks PAM2 peptide binding to the PABP1 MLLE domain. P11940. GST-MLLE / FITC-PAM2 fluorescence polarization. inhibition, % at 20 µM. hit rate 0.36% among 360,000; in the data active = inhibition above about 35%, passing the limit was not always enough;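 also: plate controls were DMSO wells with GST-MLLE for no effect and wells lacking GST-MLLE protein for full effect; some results filed as inactive read as strong as hits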
* marks the source's active call; other numbers are inactive results; i = inactive; x = no result given.

SMILES	MsrA inhibitor	Neddyl block	eLon inh	FAS TE block	Rin1 Abl inh	MsrA act	TbMetRS inhib	CSN deneddyl inh	PABP1 MLLE inh
COc1nc(N(C)S(=O)(=O)c2ccc(C)cc2)nc(C)c1Cl	2.4	i	-1	19	1	0	-0.6	-2	5
O=C1C2CC=CCC2C(=O)N1c1n[nH]c(Cc2ccccc2)n1 (stereo not drawn)	-0.6	i	4	-6	1	-2	-0.1	3	5
COc1ccc(OC)c(S(=O)(=O)NCc2ccc(N3CCN(C)CC3)cc2)c1	-0.6	i	-1	-4	2	-3	0.2	5	-16
CCOc1ccc(OCCOCCOc2c(Cl)cccc2Cl)cc1	0.4	i	3	15	-1	-9	-0.6	-2	-1
COc1cc(NC(=S)NN2CCN(C)CC2)cc(OC)c1OC	-1.2	i	-2	-5	0	-2	0.0	-3	16
O=C(O)C1CCN(c2ccc(S(=O)(=O)N3CCC(C(=O)O)CC3)cc2[N+](=O)[O-])CC1	-0.5	i	-3	-4	0	-1	0.2	5	-2
Cc1cc(C)n2ncc(/C(N)=N/OC(=O)c3ccccc3F)c2n1	0.3	i	1	-8	-3	-3	-0.2	-1	14
CC(=O)OC(C)=O	-0.2	i	-4	-5	-1	-2	-0.7	0	3
CCC(Sc1nnnn1-c1ccccc1)C(=O)Nc1nc2ccccc2s1 (stereo not drawn)	1.2	i	2	21	0	2	0.4	1	-22
CC(=O)CC(c1ccccc1)S(=O)(=O)c1ccc(C)cc1 (stereo not drawn)	2.4	i	-3	-3	5	-1	-0.6	4	7
CCCCCc1c(-c2ccc(Cl)cc2)ncn1CCc1ccccc1OC	0.7	i	-8	26	x	-2	-0.5	0	x
C/C=C/c1cnc2c(c1)C(=O)N([C@H](C)CO)C[C@H](C)[C@@H](CN(C)C(=O)CN1CCOCC1)O2	0.4	i	8	-6	-3	-1	-1.2	-1	9
COc1ccc(NC(=O)CN2C(=O)c3ccccc3S2(=O)=O)cc1S(=O)(=O)N1CCOCC1	-0.3	i	-14	-4	-1	-7	-0.3	0	-23
O=S1(=O)CCO[C@H]2Cc3ccccc3[C@H]2N1Cc1ccccc1Br	-0.1	i	1	12	0	-1	-0.3	-3	-7
CNC(=O)Nc1ccc2snnc2c1	0.6	i	-8	-6	-3	-2	0.5	-2	-6
CC(/C=N/N1C(=O)CSC1=S)=C\c1ccccc1	3.1	i	-13	3	2	-4	-0.2	-1	35
O=C(O)C(Cc1c[nH]c2ccccc12)NS(=O)(=O)c1ccccc1 (stereo not drawn)	0.3	i	0	-12	-3	-3	-0.1	-6	7
Cc1ccc2nc(NCc3ccccc3)c(C=NCc3cccnc3)c(=O)n2c1	1.2	i	1	14	-3	1	-0.4	3	-14
COc1ccccc1C(CNC(=O)c1ccc(NS(=O)(=O)c2ccc3c(c2)OCCO3)cc1)N(C)C (stereo not drawn)	0.2	i	-8	-9	2	3	0.0	5	19
COc1cccc(CNCc2ccco2)c1O	1.3	i	-8	-1	0	-3	0.1	-3	5
N#Cc1cc2cc3ccccc3nc2n2c(=O)c3ccccc3nc12	-0.6	i	2	-88	1	0	0.0	73	-100
O=C(CCCN1C(=O)c2ccccc2C1=O)NC1CCCCCC1	-0.6	i	5	-4	-2	-4	-1.1	-1	3
CCC(C)NC(=S)Nc1ccccc1OC (stereo not drawn)	-0.3	i	15	-14	-5	-5	-1.2	1	-7
CC1(C(=O)Nc2ccc3c(c2)OCCO3)CCN1C(=O)C1(c2ccc(Cl)cc2)CC1 (stereo not drawn)	1.1	i	-4	15	0	-4	-0.9	0	3
CCOC(=O)c1ccc(COC(=O)c2ccc(-c3nnc(-c4ccccc4)o3)cc2)o1	-1.0	i	7	18	0	-4	-0.7	2	-3
Other structures.
SMILES	MsrA inhibitor	Neddyl block	eLon inh	FAS TE block	Rin1 Abl inh	MsrA act	TbMetRS inhib	CSN deneddyl inh	PABP1 MLLE inh
Nc1c(Cl)ncnc1N/N=C/c1ccnc2ccccc12	0.8	i	-6	-3	-8	-2	0.5	-7	-3
Cc1ccc(S(=O)(=O)NCCCNc2ccc([N+](=O)[O-])cc2)cc1	1.0	i	1	14	1	-3	0.4	-3	-1
CCC(C)(C)NC(=O)C(Sc1ccccc1)c1ccccc1 (stereo not drawn)	1.2	i	7	8	2	-1	0.0	-4	4
Cc1ccc(C(=O)c2c3ccc([N+](=O)[O-])cc3[n+]([O-])n2CCCC(N)=O)cc1	1.7	i	-13	-6	-1	-2	0.1	1	7
COC(=O)c1ccc(OCc2nn[nH]n2)cc1	0.4	i	8	-6	-3	-2	-0.4	6	0
CCc1ccccc1NC1=NCC(=O)N1Cc1ccc(OC)cc1	-0.2	i	8	-8	2	-10	-0.4	-4	-2
Cc1c([N+](=O)[O-])c(C(=O)Sc2ccc(Br)cc2)nn1C	1.5	i	6	-2	0	-2	-0.1	-3	21
C[C@@H]1CN([C@H](C)CO)C(=O)CCCn2cc(nn2)CO[C@H]1CN(C)C(=O)Nc1cccc(Oc2ccccn2)c1	0.4	i	-1	0	0	-7	-1.3	-3	-4
CCc1nc(OCc2ccco2)c2sc3nc4c(cc3c2n1)COC(C)(C)C4	-0.4	i	8	7	-3	-7	-0.2	-3	10
Cc1ccccc1/C=N/NC(=O)c1cccnc1	-0.1	i	2	-1	-1	-8	-1.0	7	3
Cc1ccc(C)c(NC(=O)c2cnn3ccccc23)c1	-0.6	i	6	2	0	0	-0.5	5	1
N=c1c(C(=O)NC2CCCCC2)cc2c(=O)n3ccccc3nc2n1CC1CCCO1 (stereo not drawn)	1.6	x	-1	-5	-2	-2	0.1	5	-2
CCOc1ccc(NC(=O)[C@@H](NC(=O)c2ccccc2)[C@@H](C)CC)cc1	0.0	i	-4	0	-4	0	0.7	7	-37
COC(=O)c1c(C)[nH]c(C(=O)OC(C)C(=O)NC2CCCCC2C)c1C (stereo not drawn)	-0.3	i	-2	-6	-3	-5	-0.1	2	-17
OCCNc1nc(-c2cccnc2)nc2ccccc12	0.5	i	2	-4	-2	-4	-0.2	0	-6
O=C(O)CC(c1ccccc1)N1C(=O)c2cccc([N+](=O)[O-])c2C1=O (stereo not drawn)	0.6	i	3	-4	-1	-5	-1.2	-4	-11
CCCCOc1ccccc1N1CCN(CCCN2C(=O)C3CCCN3C2=O)CC1 (stereo not drawn)	2.8	i	12	-3	-2	1	-0.4	0	5
O=C(C1CCCN(S(=O)(=O)c2cccc3cccnc23)C1)N1CCN(c2ccccc2F)CC1 (stereo not drawn)	-0.4	i	-12	2	0	-3	-0.1	-5	8
CCOc1cc(/C=C2/NC(=O)NC2=O)cc(Br)c1OCc1ccc(C(=O)O)cc1	6.2*	i	-1	2	1	-6	-0.1	18	-91
O=[N+]([O-])c1cccc(/C=C/c2ccc3cccc(O)c3n2)c1	0.9	i	6	5	1	-4	-0.3	-5	5
CN(C)CCN1C(=O)c2oc3ccc(Cl)cc3c(=O)c2C1c1cccc(Br)c1 (stereo not drawn)	-0.7	i	-2	9	1	3	-1.0	0	5
CCOC(=O)C1=C(C)NC(C)=C(C(=O)OCCNC(=O)c2cccnc2)C1c1cccc([N+](=O)[O-])c1 (stereo not drawn)	x	i	-3	6	0	-2	-0.6	-4	1
CN(NS(=O)(=O)c1ccccc1)C(=O)c1ccccc1	-0.2	i	-10	-8	-1	-2	-0.2	0	-1
O=C(O)CCc1nnc(SCC(=O)Nc2cccc(C(F)(F)F)c2)[nH]c1=O	-1.8	i	-5	-12	0	-3	0.1	-3	4
CC(=O)c1cn(-c2ccc(Cl)cc2)c(=O)n(Cc2ccc(Br)cc2)c1=O	1.3	i	2	14	3	-7	-0.8	-11	13
More entries follow.
SMILES	MsrA inhibitor	Neddyl block	eLon inh	FAS TE block	Rin1 Abl inh	MsrA act	TbMetRS inhib	CSN deneddyl inh	PABP1 MLLE inh
CCNc1nc(NCC)n2c(SCC(=O)Nc3c(C)cccc3C)nnc2n1	0.2	i	-7	-3	-1	0	-0.4	3	-8
CC(=O)c1ccc(NC(=O)C2CC2c2ccccc2)cc1 (stereo not drawn)	-0.3	i	-2	9	0	10*	-0.1	0	12
O=C(CCc1nnc(C2CCCCC2)o1)NCc1cccc(-n2cccn2)c1	0.1	i	2	-2	-3	-2	0.4	-1	-5
O=C(NCC1CCCCC1)c1ccc(F)cc1Cl	0.5	i	-2	-2	1	-3	2.2	-2	6
COc1ccc(C(=O)NC(=O)NC2(C(Cl)(Cl)Cl)OCCO2)cc1	0.8	i	4	0	0	1	-0.5	5	-1
COCCNc1nc(NCc2cccc(OC)c2OC)c2sccc2n1	0.8	i	-7	-4	1	-4	1.2	3	-2
CC(=O)c1cccc(NC(=O)N2CCc3ccccc3C2)c1	-0.1	i	-7	1	-1	-2	2.3	-1	-8
CCCCCCCC(=O)Nc1cc(C(=O)NCCC)ccc1N1CCC2(CC1)CC(c1cccc(Br)c1)=NO2	-0.2	i	-5	13	-1	-1	0.3	-5	2
O=C(Cc1ccc(F)cc1)Nc1cccc(S(=O)(=O)N2CCCC2)c1	0.5	i	-8	4	0	-2	-0.1	1	3
CCOC(=O)C1(C)CCN1C(=O)c1cccc(Cl)c1 (stereo not drawn)	0.2	i	8	-6	1	-1	-0.2	-2	2
COc1ccc(C(=O)NNC(=S)NC(=O)c2ccc(OC)cc2)cc1	1.1	i	0	3	-1	1	-0.9	-1	-27
COc1ccc(OC)c(NC(=O)c2cc3c(Cl)nc4ccccc4c3s2)c1	-0.8	i	4	-7	-2	-2	-0.5	4	7

Compounds shown so far with an aryl methoxy group:
SMILES	MsrA inhibitor	Neddyl block	eLon inh	FAS TE block	Rin1 Abl inh	MsrA act	TbMetRS inhib	CSN deneddyl inh	PABP1 MLLE inh
COc1nc(N(C)S(=O)(=O)c2ccc(C)cc2)nc(C)c1Cl	2.4	i	-1	19	1	0	-0.6	-2	5
COc1ccc(OC)c(S(=O)(=O)NCc2ccc(N3CCN(C)CC3)cc2)c1	-0.6	i	-1	-4	2	-3	0.2	5	-16
COc1cc(NC(=S)NN2CCN(C)CC2)cc(OC)c1OC	-1.2	i	-2	-5	0	-2	0.0	-3	16
CCCCCc1c(-c2ccc(Cl)cc2)ncn1CCc1ccccc1OC	0.7	i	-8	26	x	-2	-0.5	0	x
COc1ccc(NC(=O)CN2C(=O)c3ccccc3S2(=O)=O)cc1S(=O)(=O)N1CCOCC1	-0.3	i	-14	-4	-1	-7	-0.3	0	-23
COc1ccccc1C(CNC(=O)c1ccc(NS(=O)(=O)c2ccc3c(c2)OCCO3)cc1)N(C)C (stereo not drawn)	0.2	i	-8	-9	2	3	0.0	5	19
COc1cccc(CNCc2ccco2)c1O	1.3	i	-8	-1	0	-3	0.1	-3	5
CCC(C)NC(=S)Nc1ccccc1OC (stereo not drawn)	-0.3	i	15	-14	-5	-5	-1.2	1	-7
CCc1ccccc1NC1=NCC(=O)N1Cc1ccc(OC)cc1	-0.2	i	8	-8	2	-10	-0.4	-4	-2
COc1ccc(C(=O)NC(=O)NC2(C(Cl)(Cl)Cl)OCCO2)cc1	0.8	i	4	0	0	1	-0.5	5	-1
COCCNc1nc(NCc2cccc(OC)c2OC)c2sccc2n1	0.8	i	-7	-4	1	-4	1.2	3	-2
COc1ccc(C(=O)NNC(=S)NC(=O)c2ccc(OC)cc2)cc1	1.1	i	0	3	-1	1	-0.9	-1	-27
COc1ccc(OC)c(NC(=O)c2cc3c(Cl)nc4ccccc4c3s2)c1	-0.8	i	4	-7	-2	-2	-0.5	4	7
